# EPAC1 antagonist: EPAC1 (human) antagonism. EPAC1 GEF assay, Rap1b-BODIPY-GDP exchange fluorescence. Potency, µM (series often up to 115 µM), inactives show at the highest dose activity change, negative = inhibition, most hits filed as inhibitors. actives 0.14% (n = 360,000). AID 720709;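 further: potency means the concentration at half of the fitted maximal effect; plate controls were vehicle for no effect and positive control for full effect; nearly all actives have a fitted effect of over 50% in size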
# FUS suppressor: rescues growth of FUS-expressing yeast | S. cerevisiae FUS-expressing, growth rescue, OD600, 24 h | Potency, µM (titrated, usually from 76.6 µM), inactives show top-dose growth rescue (activation), usual class: activators | actives 0.24% (n = 390,000);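 further: potency means the concentration at half of the fitted maximal effect; plate controls were DMSO vehicle for no effect and reference control for full effect; nearly all actives have a fitted effect of over 55% in size; some results filed as inactive show a strong effect at the top dose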
#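 Yeast expressing FUS under galactose induction, OD 0.005 in 2% galactose medium; compounds in a dilution series, 24 h at 30C. Growth rescue by absorbance at 600 nm; CP55940 positive control, DMSO negative.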
# WRN inhibitor: inhibitors of human WRN helicase; Q14191; WRN helicase unwinding, fluorescent forked duplex, kinetic; Potency, µM (top dose mostly 114 µM), for inactives: at the top dose activity change, negative = inhibition, most hits filed as inhibitors; actives 0.46% (n = 360,000); further: potency means the concentration at half of the fitted maximal effect; on the % scale 0 is the no-effect control and ±100 the full control effect; nearly all actives have a fitted effect of over 55% in size
#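 Fluorescence dequenching readout, ex 525 nm/em 598 nm, kinetic mode: forked duplex DNA (100 nM final) with adjacent fluorophore and quencher unwound by WRN (20 nM final) with 2 mM ATP. Compound preincubation 15 min, room temperature.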
# PLK1 PBD block: inhibitors of human PLK1 polo-box domain binding; AID 720504; Plk1 PBD binding of FITC phosphopeptide, fluorescence polarization; P53350; actives 2.8% (n = 360,000); Potency, µM, inactives show max response, negative = inhibition, hits mostly inhibitors; further: potency means the concentration at half of the fitted maximal effect; series mostly up to about 57 µM; on the % scale 0 is the no-effect control and ±100 the full control effect; nearly all actives have a fitted effect of over 65% in size
# Target sequence (P53350 whole entry, looked up, the tested form may be a part): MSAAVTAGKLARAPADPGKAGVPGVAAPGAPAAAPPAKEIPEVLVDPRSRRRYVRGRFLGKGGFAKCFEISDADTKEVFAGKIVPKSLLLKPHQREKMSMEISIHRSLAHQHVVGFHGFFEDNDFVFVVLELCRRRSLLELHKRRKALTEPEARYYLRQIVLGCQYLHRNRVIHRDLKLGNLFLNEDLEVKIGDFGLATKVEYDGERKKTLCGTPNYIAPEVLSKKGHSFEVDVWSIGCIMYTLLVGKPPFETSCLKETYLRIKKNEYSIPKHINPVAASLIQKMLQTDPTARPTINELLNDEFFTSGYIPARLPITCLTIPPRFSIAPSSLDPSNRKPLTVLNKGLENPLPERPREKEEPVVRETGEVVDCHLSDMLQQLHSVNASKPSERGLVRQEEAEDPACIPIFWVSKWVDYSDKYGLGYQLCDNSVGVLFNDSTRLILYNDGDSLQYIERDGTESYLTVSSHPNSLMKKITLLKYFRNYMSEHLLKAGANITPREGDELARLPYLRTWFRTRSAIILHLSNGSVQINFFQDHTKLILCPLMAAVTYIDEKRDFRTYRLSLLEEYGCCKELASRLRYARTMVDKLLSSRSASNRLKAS
# IL2 activator: activates IL-2 in a cell-based reporter assay | IL-2 activation reporter assay, cell-based qHTS; stimulated with anti-CD3/CD4/CD28 beads; in transgenic mouse T cells | activation, % (series mostly up to about 46 µM) | actives 0.065% (n = 360,000) | AID 652025; in the data active means activation above about 50%; inconclusive means mostly about 30% to 49%; further: 0% is about no effect
#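 Quantitative HTS in unstimulated transgenic mouse T cells, with memory T cells as non-tolerant control and PMA/ionomycin as tolerance-bypass control. Compound pretreatment lasted 60 minutes before 18 h bead stimulation; EGFP/DsRed fluorescence read.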
# EPAC1 ag: agonists of human EPAC1 | O95398 | EPAC1 agonist qHTS, biochemical assay; response scale: 100% = response to 6.5 mM cAMP | Potency, µM (top dose mostly 154 µM), for the others: top-dose activation, actives largely listed as activators | actives 0.073% (n = 360,000) | AID 720707; further: potency means the concentration at half of the fitted maximal effect; nearly all actives have a fitted effect of over 60% in size
#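 Compounds were pinned as a concentration titration into mixtures of EPAC1 (100 nM), BODIPY-GDP-loaded Rap1B (250 nM) and GDP (50 uM). After 5 min at room temperature, fluorescence was followed for 30 min; activity was scaled to 6.5 mM cAMP.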
# Abeta yeast res: compounds reversing amyloid beta toxicity in yeast. yeast expressing A-beta42, growth rescue, OD600, 48 h; response scale: 0% DMSO, 100% iron-clioquinol control. Potency, µM (titrated, usually from 46.1 µM), inactives show top-dose growth rescue, hits mostly activators. actives 0.063% (n = 410,000); further: potency means the concentration at half of the fitted maximal effect; nearly all actives have a fitted effect of over 55% in size
#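 Yeast growth medium received pinned compounds, then yeast cells expressing toxic A-beta were added; plates incubated at 30 C for 48 hr. Growth read as absorbance at 600 nm, normalized to DMSO and equimolar FeCl3 plus clioquinol controls.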
# PI5P4K alpha inh: blocks human PI5P4K alpha kinase activity. P48426. max response, %. PI5P4Kalpha enzyme, ADP-Glo luminescence, 60 min; stronger effect = lower value. actives 1.2% (n = 330,000); active means max response of -50% or lower; inconclusive means between -30% and -50%; inactive means -30% or higher; further: value at the top dose of about 77 µM; on the % scale 0 is the no-effect control and ±100 the full control effect
#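 Luminescence from ADP-Glo served as readout of PI5P4Kalpha activity in a qHTS format. Reaction: enzyme, substrate, compound, ATP at 5 microM final, 60 min at RT.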
# Active calls of the source: *; u = inconclusive; x = no result given; & = joins results of further samples; [ ] = remark or other dose. Unless noted, the call rests on the fitted dose curve; in most records, active means well fitted curve in the direction sought with a large enough effect; inconclusive means small, poorly fitted or top-dose-only effect, or another doubt; inactive means no such curve, though single readings can be large; an effect the other way counts as inactive or inconclusive.
SMILES,EPAC1 antagonist,FUS suppressor,WRN inhibitor,PLK1 PBD block,IL2 activator,EPAC1 ag,Abeta yeast res,PI5P4K alpha inh
CC(=O)c1ccc(S(=O)(=O)NCCCC(=O)N(C)Cc2ccc3c(c2)OCO3)cc1,16%,17%,-7%,-2%,2.8,-7%,8%,-20
NC(=O)C1CC(O)CN1c1nc(CN2CCOCC2)nc2scc(-c3ccccc3)c12 (stereo unspecified),2%,28%,4%,-4%,-2.8,2%,-6%,0
Cc1cnc(CN(C)C(=O)C2CCC(=O)N(CCc3cccc(F)c3)C2)[nH]1 (stereo unspecified),-14%,-7%,-7%,-12%,-2.4,-5%,-3%,-7
O=C(NCCc1ccc(F)cc1)c1ccc(S(=O)(=O)N2CCCC2)cc1,23%,-9%,-4%,-8%,-0.1,1%,-1%,1
Cc1cccc(NC(=O)CN2CCN(C(=O)C3CCCO3)CC2)c1C (stereo unspecified),8%,-5%,0%,1%,0.8,-9%,-3%,-2
C=CCN(CC=C)Cc1c(C)[nH]c2ccc(C(=O)OCC)cc2c1=O,3%,-11%,2%,-7%,-1.3,10%,-26%,x
CC(=O)Cc1nsc(NC(=O)c2ccc(-c3ccc(F)cc3)o2)n1,-20%,25%,-7%,-6%,-0.6,-9%,-5%,7
CNC(=O)c1cn(-c2ccc(Cl)cc2)c(=O)c2ccccc12,-1%,0%,8%,u,-3.4,-3%,-1%,-3
O=C(c1cc(=O)c2ccccc2o1)N(Cc1ccccc1)C1CCS(=O)(=O)C1 (stereo unspecified),5%,4%,-2%,0%,-0.4,5%,-6%,0
C=CCOC(=O)/C(=C\c1ccccc1)NC(=O)c1ccc(C)cc1,-1%,-20%,8%,2%,0.2,-7%,-16%,0
Cc1cccnc1NC(=O)Cn1nc([N+](=O)[O-])cc1C,-2%,-3%,5%,1%,-2.7,-2%,-4%,-6
S=c1nc(C2CCCCC2)n(-c2ccccc2)[nH]1,2%,3%,-5%,-21%,1.1,4%,13µM*,2
CN(c1ccc(F)cc1)S(=O)(=O)c1ccc(Cl)c(C(=O)NCc2ccco2)c1,-6%,27%,-4%,1%,-0.9,0%,-13%,0
CN(CCOc1ccccc1)C(=O)c1ccc(N2CCCC2)c([N+](=O)[O-])c1,-27%,30%,6%,-16%,0.5,-5%,-26%,-6
O=C(CSc1nc2ccccc2c(=O)[nH]1)Nc1ccc(N2CCOCC2)c(Cl)c1,u,10%,-3%,-2%,-0.8,3%,3%,-8
CCOC(=O)Nc1ccc2c(c1)N(C(=O)CCN(CC)CC)c1ccccc1S2=O (stereo unspecified),-14%,24%,-14%,-25%,-5.3,-6%,-11%,-1
COC(=O)c1ccc(/C=N/n2cnnc2)cc1,6%,-8%,0%,-1%,-2.9,-6%,3%,x
CCN1C[C@@H]2[C@@H]3C(=O)N(C)C(=O)[C@@H]3[C@](C)(C1=O)N2C(=O)c1ccc(Cl)cc1,5%,-10%,0%,-13%,-0.3,1%,-4%,2
O=C(NC1CCN(C(=S)Nc2ccc(F)cc2)CC1)C1CCCCC1,5%,-6%,-1%,5%,-1.1,-5%,-3%,6
NC(=O)CC(NC(=O)c1ccc(Br)cc1)c1ccc(NC2CCCCCC2)c([N+](=O)[O-])c1 (stereo unspecified),1%,-8%,4%,7%,-0.5,2%,5%,-2
COc1cc(NC(=O)Cn2cnc(S(=O)(=O)N3CCCC3)c2)cc(OC)c1OC,5%,-7%&6%,6%,u,-0.6,6%,u,-2
CC(Oc1ccc(Br)cc1)C(=O)NC1CCN(Cc2ccccc2)CC1 (stereo unspecified),11%,6%,10%,-8%,-3.9,7%,-1%,-4
CC(=O)Nc1ncc(Cc2ccc(Cl)cc2Cl)s1,-8%,-15%,9%,4%,-1.3,-8%,1%,0
O=C1NC(=S)N/C1=C\c1ccc(N2CCOCC2)cc1,7%,6%,0%,3.8µM*,-0.8,4%,-21%,-22
CCN(CC)c1ncc(C#N)c(N)n1,2%,-6%,-1%,-3%,-1.4,-2%,21%,0
# Following part:
SMILES,EPAC1 antagonist,FUS suppressor,WRN inhibitor,PLK1 PBD block,IL2 activator,EPAC1 ag,Abeta yeast res,PI5P4K alpha inh
COc1ccc(-c2noc(N3CCC(C(=O)Nc4ccccc4Cl)CC3)n2)cc1,-8%,-13%,0%,-15%,-0.8,-17%,-16%,4
CCn1c(C)nc2cc(C(=O)NNC(=S)Nc3ccccc3)ccc21,-11%,2%,11%,u,-0.7,0%,-2%,0
N=C1C(c2ccccc2)=C(O)C2CCc3ccccc3N12 (stereo unspecified),4%,22%,-8%,-5%,1.7,-4%,-1%,x
c1cnc2c(-c3ccc4nccn4c3)cccc2c1,-12%,-9%,6%,3%,0.9,-15%,-2%,-6
CC(=O)c1cccc(N(C(=O)c2cnccn2)C(C(=O)NCc2ccccc2)c2ccco2)c1 (stereo unspecified),-6%,19%,-1%,-11%,-4.4,10%,1%,3
Cc1ccc(S(=O)(=O)N(C)C[C@H]2Oc3ccc(NC(=O)C4CCCCC4)cc3C(=O)N([C@H](C)CO)C[C@H]2C)cc1,-12%,45%,-2%,-7%,-0.4,-22%,3%,3
Cc1ccc(-c2cc(C(=O)NCCCN3CCCC3)c3ccccc3n2)cc1C,-28%,47%,13%,u,-3.6,-6%,-15%,2
C/C(=N\NC(=O)COc1cc(C)cc(C)c1)c1cccc(NC(=O)C2CCC2)c1,-3%,4%,11%,2%,-2.4,-16%,10%,-6
CCOC(=O)c1ccc(NC(=O)COc2ccccc2OC)cc1,-14%,9%,2%,-9%,-0.4,0%,-7%,-6
COc1ccc(-c2nc(NCCN(C)C)nc3ccsc23)c(C)c1,4%,-17%,-4%,0%,1.0,-21%,-8%,0
O=C(Nc1cccc(NC(=O)c2ccco2)n1)c1ccco1,-6%,-8%,-4%,-2%,-0.4,5%,8%,-2
O=C(NNC(=O)c1ccccc1[N+](=O)[O-])c1ccco1,-5%,15%,5%,-16%,0.6,12%,-4%,1
Cc1cc(NC(=O)CSc2ccc3nnc(CCNS(=O)(=O)c4ccccc4)n3n2)no1,-11%,3%,-1%,-8%,-1.2,2%,-4%,2
COc1ccc2ccccc2c1CN1CCN(C)CC1,-2%,21%,0%,-2%,0.2,0%,21%,10
O=C(COC(=O)c1cncc(Br)c1)Nc1ccc2c(c1)OCO2,15%,9%,3%,-2%,1.3,-1%,-19%,0
CC1(C)O[C@@H]2[C@H](O1)[C@@H](COS(=O)(=O)O)O[C@H]2n1cnc2c(=O)[nH]cnc21,-2%,-26%,-10%,1%,-0.1,2%,2%,-1
COc1ccccc1-c1noc(CCC(=O)Nc2cccc(C(F)(F)F)c2)n1,-21%,33%,-9%,0%,-1.2,-7%,-8%,2
CC1(C(=O)Nc2cccc(C#N)c2)CCN1C(=O)c1ccccc1CCc1ccccc1 (stereo unspecified),-14%,30%,-11%,-5%,-0.9,12%,-5%,15
COc1cc(C(=O)OCC(=O)Nc2c(F)cccc2F)cc(OC)c1C,-16%,-13%,-10%[57.1 µM],-2%,-0.2,-1%,-16%,0
CC(C)(O)CC[C@@H](O)[C@](C)(O)[C@H]1CC[C@@]2(O)C3=CC(=O)[C@@H]4C[C@@H](O)[C@@H](O)C[C@]4(C)C3CC[C@]12C (stereo partly specified),0%,-11%,-5%,0%,2.9,0%,2%,2
CCOC(=O)C1=C(COC(=O)CCOc2cccc(C)c2)NC(=O)NC1C (stereo unspecified),-22%,x,-2%,-4%,-0.1,-4%,3%,5
OCCC1CN(CC2CC2)CCN1Cc1ccc(F)c(F)c1 (stereo unspecified),0%,8%,-30%,-4%,0.7,9%,18%,-7
CCn1c(SCC(=O)N2CCc3ccccc32)nnc1-c1ccco1,-9%,u,-15%,-5%,-1.0,-5%,3%,1
Cc1cc(C)cc(N(C(=O)c2ccco2)C(C(=O)NC2CCCC2)c2ccncc2)c1 (stereo unspecified),18%,1%,14%,-11%,-3.6,10%,-12%,2

# Source: PubChem (National Center for Advancing Translational Sciences (NCATS))
